# Chronic BCR inh: inhibitors of chronic active B-cell receptor signaling; ABC-DLBCL IkBa-CBG/CBR reporter, luminescence ratio, 4 h; Potency, µM (doses to about 46.1 µM), for inactives: at the top dose ratio change, negative = lower green/red ratio, actives largely listed as inhibitors; 340,000 compounds, 0.05% hits; active means well fitted inhibition curve with a large enough effect in the signal ratio, with a control signal flat, not every such curve was filed as active; inconclusive means small, poorly fitted or top-dose-only effect, or effect the other way, or a change in a side signal; the % refers to the signal ratio;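 further: potency means the concentration at half of the fitted maximal effect; plate controls were basal doxycycline-induced cells for no effect and cells given 10 µM MG132 for full effect; MG132 reads +100%, hits lower the ratio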
#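 TMD8 ABC-DLBCL cells carrying doxycycline-inducible green luciferase fused to IkappaBalpha plus unfused red luciferase were exposed to compounds (up to 46 uM) for 4 hrs at 37C. Activity came from the overlap-corrected green/red luminescence ratio.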
# Eya2 phos inh: inhibitors of human Eya2 phosphatase activity; recombinant Eya2, OMFP fluorescence dephosphorylation (OMFP is methylfluorescein phosphate); Potency, µM (titrated, usually from 76.9 µM), inactives show at the top dose activity, negative = inhibition, most hits filed as inhibitors; 330,000 compounds, 0.006% hits; AID 488837; further: potency means the concentration at half of the fitted maximal effect; on the % scale 0 is the no-effect control and ±100 the full control effect
#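 Eya2 protein (added as 0.2 uM solution) was preincubated with compound for 10 min at ambient temperature in 50 mM HEPES pH 7.5, 50 mM NaCl, 5 uM MgCl2, 0.05% BSA, 1 mM DTT. OMFP (added at 50 uM) then reacted 10 min; fluorescence read at 485/525 nm.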
# AT treatment: potential ataxia-telangiectasia treatments restoring KAP-1 phosphorylation. 320,000 compounds, 0.19% hits. Potency, µM (doses to about 57.5 µM), for inactives: top-dose activation, usual class: activators. […] A-T fibroblasts, KAP-1 phosphorylation AlphaLISA; neocarzinostatin DNA damage 30 min before lysis; further: potency means the concentration at half of the fitted maximal effect; % of control where 0% means no effect; nearly all actives have a fitted effect of over 45% in size
#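 hTERT-immortalized A-T patient fibroblasts ([…]), 500 cells/well in OPTI-MEM, 1% FBS, got compounds for 60 min, then NCS for 30 min at 37C. Lysates were then assayed for phospho-KAP-1 by AlphaLISA (anti-pKAP1 donor, anti-KAP1 acceptor beads), 6 hr at 25C.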
# TSHR antagonist: blocks TSH signaling through the human TSH receptor. TSHR-expressing cells, TSH-stimulated cAMP HTRF, 2 h; stronger effect = lower value. activity change, negative = inhibition, % at 11.5 µM. 330,000 compounds, 0.2% hits;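 active means activity change below a set negative limit, meaning inhibition stronger than a set level, cut at about -70% in these data; inconclusive means activity change between two set negative limits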; further: on the % scale 0 is the no-effect control and ±100 the full control effect
# Target sequence (P16473 whole entry, looked up): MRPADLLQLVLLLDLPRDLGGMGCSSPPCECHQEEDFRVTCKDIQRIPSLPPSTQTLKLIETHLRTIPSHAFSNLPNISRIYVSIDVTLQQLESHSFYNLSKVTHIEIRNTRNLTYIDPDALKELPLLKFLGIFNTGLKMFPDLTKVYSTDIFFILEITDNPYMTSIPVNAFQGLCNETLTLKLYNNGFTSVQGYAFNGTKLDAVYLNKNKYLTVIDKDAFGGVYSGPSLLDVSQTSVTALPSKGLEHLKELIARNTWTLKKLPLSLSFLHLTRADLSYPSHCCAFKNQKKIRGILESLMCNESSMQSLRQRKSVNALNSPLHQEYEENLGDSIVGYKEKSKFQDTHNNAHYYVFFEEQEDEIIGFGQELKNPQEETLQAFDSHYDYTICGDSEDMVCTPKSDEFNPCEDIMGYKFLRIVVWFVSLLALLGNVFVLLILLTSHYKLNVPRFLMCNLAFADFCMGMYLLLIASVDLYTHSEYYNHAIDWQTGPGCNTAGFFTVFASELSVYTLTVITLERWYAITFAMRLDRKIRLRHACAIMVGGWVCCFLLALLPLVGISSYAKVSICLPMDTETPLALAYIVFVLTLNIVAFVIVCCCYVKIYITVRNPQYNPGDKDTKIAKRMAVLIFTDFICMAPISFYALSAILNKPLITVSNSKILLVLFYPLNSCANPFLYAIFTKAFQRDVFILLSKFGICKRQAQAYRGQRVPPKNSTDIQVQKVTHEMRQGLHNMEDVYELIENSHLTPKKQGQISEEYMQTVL
#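 Antagonism was scored as loss of TSH-driven cAMP in TSHR cells, stimulated with 4nM TSH (EC80) for 2 hours at 37 deg C and detected by homogeneous HTRF competition immunoassay.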
# TSG101-PTAP inh: blocks PTAP/TSG101 interaction to inhibit HIV-1 budding; Q99816; Fluorescence polarization, FITC-PTAP peptide / Tsg101 binding; Potency, µM (highest dose often 115 µM), without a hit: top-dose activity change, negative = inhibition, usual class: inhibitors; 340,000 tested, under 10 active; AID 493005; active means well fitted inhibition curve with a large enough effect in the main read-out, with a control signal flat, not every such curve was filed as active; inconclusive means small, poorly fitted or top-dose-only effect, or effect the other way, or a change in a side signal; inactive means no such curve, though single readings can be large or run the other way; further: potency means the concentration at half of the fitted maximal effect; % of control where 0% means no effect
#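 Compounds were pin-transferred onto Tsg101 binding domain (10 uM final) in HEPES pH 7.5 buffer, then FITC-PTAP peptide was added at 50 nM final. After 20 min at RT, polarization reported peptide displacement across a qHTS concentration series.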
# Mito fusion act: blocks mitochondrial division or promotes mitochondrial fusion; S. cerevisiae fusion-defective mutant growth rescue, CellTiterGlo 48 h; 320,000 compounds, 0.23% hits; Potency, µM (top dose mostly 46.1 µM), without a hit: top-dose growth rescue (activation), usual class: activators;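 further: potency means the concentration at half of the fitted maximal effect; % of control where 0% means no effect; nearly all actives have a fitted effect of over 45% in size; temperature-sensitive fusion mutants such as fzo1-1 at 37 °C on non-fermentable ethanol glycerol medium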
#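 Read-out: ATP-based luminescence (CellTiterGlo, 10 min ambient) reporting growth of fusion-defective ts yeast after 48 hours at 37C on glycerol/ethanol YPEG medium in the presence of compound.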
# Integrin act MD: activators of alpha7 integrin expression for muscular dystrophy | alpha7betagal myoblasts, beta-gal FDG fluorescence, 48 h | Potency, µM (doses to about 38.3 µM), for the others: top-dose activation, usual class: activators | 350,000 compounds, 0.064% hits;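 further: potency means the concentration at half of the fitted maximal effect; 100% = response of the positive control SU9516; nearly all actives have a fitted effect of over 60% in size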
#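 Alpha7betagal+/- myoblasts (passage 13) were plated 16-24 hr, then exposed to compounds (1:260 dilution of DMSO stock) for 48 hours at 37C. After MPER lysis, β-galactosidase reporter activity was read as FDG fluorescence (ex 480/em 540) after 30 minutes.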
# Tb PFK block: inhibitors of T. brucei phosphofructokinase; T. brucei PFK, ADP-Glo luminescence; Potency, µM (titrated, usually from 57.5 µM), for the others: top-dose activity, negative = inhibition, usual class: inhibitors; 330,000 compounds, 0.17% hits; O15648;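 further: potency means the concentration at half of the fitted maximal effect; 0% = uninhibited 1x PFK enzyme wells and -100% = no-enzyme wells; nearly all actives have a fitted effect of over 60% in size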
#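 Activity is normalized to no-enzyme wells (full inhibition) and 1.25 nM enzyme wells (no inhibition). Reaction: 0.5 mM F6P, 0.1 mM ATP, 45 min RT, ADP-Glo luminescence; concentration-response curves fitted and classed by quality.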
# ASM inhibitor: inhibitors of human secretory acid sphingomyelinase; placental ASM, HMU-PC fluorogenic substrate, 60 min; 340,000 compounds, 0.006% hits; AID 504937; Potency, µM (top dose mostly 57.5 µM), for inactives: at the highest dose activity change, negative = inhibition, hits mostly inhibitors; further: potency means the concentration at half of the fitted maximal effect
#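 qHTS format. ASM enzyme prepared from human placenta hydrolyses the fluorogenic substrate HMU-PC0 (9 uM final) over 60 min at 37 °C after a 10 min compound preincubation.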
# ELG1 DNA repair: ELG1-dependent DNA repair inhibition; HEK293T ELG1-luciferase reporter, luminescence, 16 h; DNA damage induced by 5-fluorouridine; Potency, µM (top dose mostly 46.1 µM), inactives show at the highest dose activity change, negative = inhibition, usual class: inhibitors; 330,000 compounds, 2.3% hits; AID 504467; further: potency means the concentration at half of the fitted maximal effect; on the % scale 0 is the no-effect control and ±100 the full control effect; nearly all actives have a fitted effect of over 55% in size
#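 5-Fluorouridine DNA damage + compound/DMSO, 2,000 cells/well, 16 h, 37 °C/5% CO2. ONE-Glo, 30 min RT, luminescence. Readout = decrease in reporter signal.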
# TCR activator: T cell receptor activation; primary human leukocytes, anti-CD3, IL-2 HTRF, 48 h; Potency, µM (highest dose often 9.22 µM), without a hit: at the highest dose activation of IL-2 secretion, hits mostly activators; 330,000 tested, under 10 active; AID 504894; further: % of control where 0% means no effect
#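 Primary human leukocytes incubated 48 hr with anti-CD3 beads plus compound, without co-stimulation. Secreted IL-2 measured by HTRF (europium cryptate/d2 anti-IL-2 pair, 320 nm excitation, 665 nm emission).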
# Starred values were filed as active, the others as inactive; ? = inconclusive; . = no result given; [ ] = dose if it differs, or a comment. Unless noted, the call rests on the fitted dose curve; in most records, active means well fitted curve in the direction sought with a large enough effect; inconclusive means small, poorly fitted or top-dose-only effect, or another doubt; inactive means no such curve, though single readings can be large; an effect the other way counts as inactive or inconclusive.
# Sequence of screens – TCR activator, Tb PFK block, ELG1 DNA repair, Integrin act MD, Eya2 phos inh, Chronic BCR inh, AT treatment, TSHR antagonist, Mito fusion act, TSG101-PTAP inh, ASM inhibitor
> CCc1nc(C)ccc1OCC(=O)N1CCc2c([nH]c3ccccc23)C1c1ccccn1 (centres undefined)
→ 16%, 1%, -2%, -47%[inhibitor], -3%, -8%, 3%, 23, -3%, 0%, -1%
> COCCn1c(=NC(=O)CCS(=O)(=O)c2ccccc2)sc2cc(C)ccc21
→ 20%, -8%, 6%, -52%[inhibitor], -7%, 4%, 18%, -14, -1%, 2%, 5%
> CCC(=O)Nc1cc(-c2nnc(OC)c3ccccc23)ccc1N1CCOCC1
→ -1%, -5%, 8%, -31%, 4%, -1%, 11%, -12, 2%, -11%, 1%
> C/C(=C/CCC(C)(O)C1CC[C@@]2(C)[C@@H]3CC=C4[C@@H](CC[C@H](O[C@H]5O[C@@H](CO)[C@H](O)[C@@H](O)[C@@H]5O)C4(C)C)[C@]3(C)C(=O)C[C@]12C)CO[C@@H]1O[C@H](CO)[C@@H](O)[C@H](O)[C@H]1O (some centres undefined)
→ 6%, 2%, 10%, -35%, 1%, -5%, -8%, 2, ., 2%, 1%
> CN1C(=O)c2ccccc2C(C(=O)NCCCN2CCCC2)C1c1c[nH]c2ccccc12 (centres undefined)
→ -2%, 0%, 4%, 1%, -3%, ?, 3%, 3, -2%, 1%, 0%
> O=C(CCCn1c(=S)[nH]c2cc3c(cc2c1=O)OCO3)NC1CC1
→ 0%, 0%, -13%, 0%, -15%, -1%, -1%, -3, 2%, -8%, 1%
> COC(=O)c1cc(COC(=O)c2ccc(OC)c(S(=O)(=O)N3CCCC3)c2)oc1C
→ -2%, 2%, -17%, 1%, -27%, ?, -5%, -10, -5%, -4%, -2%
> CCN(CC)CCCN1C(=O)c2oc3ccccc3c(=O)c2C1c1cccnc1 (centres undefined)
→ -3%, 1%, 13%, 3%, 22%, 0%, 9%, 11, 4%, -7%, 19%
> O=C(NC(NC(=S)Nc1cccc(Cl)c1)C(Cl)(Cl)Cl)OCc1ccccc1 (centres undefined)
→ 3%, 4%, -13%, -59%[inhibitor], 4%, ?, 1%, -5, -1%, -4%, ?
> O=C(c1cn(Cc2ccccc2)nc1-c1cccnc1)N1CCc2ccccc2C1
→ 1%, -5%, 0%, 12%, -6%, 0%, 9%, -8, -6%, 0%, 4%
> CCOc1ccc(CCNC(=O)COC(=O)c2cc(S(=O)(=O)N3CCOCC3)ccc2F)cc1OCC
→ -4%, 0%, 18%, -28%, -9%, 3%, -15%, 6, 0%, 4%, -3%
> C=CCn1c(=O)c(C(=O)NCCc2ccc(Cl)cc2)c(O)c2cc(OC)c(OC)cc21
→ 7%, 4%, 8%, 28%, 10%, -2%, -23%, 16, -2%, -2%, 8%
> CCSCc1nnc(SCC(=O)Nc2cccc(SC)c2)n1C
→ 4%, -12%, 6%, 4%, 0%, 1%, 4%, 3, 2%, -2%, 0%
> C[C@H](CO)N1C[C@H](C)[C@@H](CN(C)Cc2ccc3c(c2)OCO3)Oc2c(NC(=O)C3CCCCC3)cccc2C1=O
→ -7%, 1%, -5%, -13%, 0%, 0%, -1%, -1, ., -4%, -1%
> COCCn1c(SCC(=O)N(C)c2ccccc2)nc2c([nH]c3ccccc32)c1=O
→ -3%, -4%, ?, -49%[inhibitor], 1%, 4%, -3%, 7, 4%, -1%, -1%
> COc1ccc(Nc2c3c(nc4ccccc24)CCC3)c(OC)c1
→ 3%, -11%, ?, ?, 13%, ?, -10%, 3, -3%, -1%, -3%
> CN1CCN(C(=S)NC(=O)c2ccco2)CC1
→ ., 1%, 7%, 21%, -6%, ?, -3%, 8, 2%, 1%, 2%
> CC(C)n1cnc2c(N(C)c3cccc(Cl)c3)nc(N(CCO)CCO)nc21
→ -10%, -10%, ?, 3%, 1%, -13%, 6%, 0, 13%, 3%, 6%
> O=C(COc1nc2ccccc2nc1N1CCOCC1)Nc1ccc(S(=O)(=O)N2CCCC2)cc1
→ 3%[46.1 µM], 3%, -20%, -17%, 1%, 5%, -10%, 27, -5%, 1%, -5%
> CCC(=O)N1CCN(c2ccc(NC(=O)c3ccc4c(c3)OCO4)cc2)CC1
→ 2%, -2%, ?, 0%, 6%, -1%, 1%, 27, -6%, -4%, -3%
> CC1=C(C#N)C(NC(=O)C2CC2)(C(F)(F)F)C(=O)N1 (centres undefined)
→ 2%, -10%, 5%, 0%, 10%, 0%, -5%, 5, -6%, -1%, 5%
> CCC(C)(C)c1ccc(OCCCC[n+]2cccc(C)c2)c(C(C)(C)CC)c1
→ -60%, 8%, 7.3µM*, -71%[inhibitor], -15%, 0%, 7%, -18, -4%, -4%, -16%
> O=S1(=O)CCOC[C@H](c2ccccc2)N1Cc1cccc(Cl)c1
→ -6%, -7%, 11%, 12%, 2%, -1%, 14%, 0, 6%, 1%, 3%
> Cn1nc(-c2ccccc2)c2cc([N+](=O)[O-])ccc21
→ 0%, 0%, 2%, -17%, -22%, ?, 15%, -8, 0%, -5%, -11%
> O=C(CCCCn1c(=O)c2ccccc2n(Cc2ccccc2F)c1=O)NC1CCN(Cc2ccccc2)CC1
→ 2%, 1%, ?, 1%, 8%, 2%, -3%, 3, -7%, -6%, 2%
> CCCn1nnc(NC(=O)c2cccnc2Cl)n1
→ -1%[46.1 µM], 0%, 18%, 12%, -4%, ?, 3%, -10, 3%, -1%, 7%
> O=C(NCCCN1CCOCC1)c1nn2c(C(F)(F)F)cc(-c3ccco3)nc2c1Cl
→ 7%, -9%, -4%, 11%, 5%, 0%, -2%, -6, 2%, -3%, -1%
> C[C@H](CO)N1C[C@H](C)[C@@H](CN(C)C(=O)Nc2ccccc2)Oc2ccc(NC(=O)c3ccncc3)cc2C1=O
→ -2%, 8%, 16%, 13%, 8%, ?, 8%, -4, ., -4%, -9%
> COc1cccc(-c2ncc3ccccc3c2COC(=O)N2CCCCC2)c1
→ 2%, 0%, ?, 37%, -6%, -10%, -4%, 15, ?, ., -10%
> COc1ccc(CCC(=O)NCCS(=O)(=O)N2CCN(c3ccc(F)cc3)CC2)cc1
→ -4%, -4%, ?, 16%, 8%, 0%, 6%, 2, -5%, -2%, 4%
> CCOc1cc(/C=C/C(=O)O)ccc1OCCO
→ -5%, 4%, 0%, 0%, 12%, 1%, 9%, -7, -7%, -7%, -1%
> CN(C)S(=O)(=O)c1ccc(Cl)c(C(=O)Nc2cccc3ncccc23)c1
→ 8%, 2%, -15%, 8%, 10%, -21%, -1%, -11, 9%, -6%, -1%
> COc1ccc(-c2cc(C(F)(F)F)n3nc(C(=O)Nc4c(C)n(C)n(-c5ccccc5)c4=O)c(Cl)c3n2)cc1
→ -6%, 1%, -6%, -4%, 5%, ?, 2%, -3, 3%, -6%, 4%
> O=C(COc1ccc(C(=S)N2CCCC2)cc1)Nc1ccc(F)cc1
→ 5%, -3%, -14%, -15%, 7%, 2%, 9%, -8, -3%, -6%, -4%
> COc1ccc(NC(=O)Cc2ccsc2)cc1S(=O)(=O)N1CCCCC1
→ 4%, 0%, -9%, 23%, 3%, ?, 1%, -6, -6%, 0%, -3%
> CO/N=C\CC(=O)Nc1ccc(Cl)c(Cl)c1
→ 9%, -28%, 7%, -5%, 10%, 2%, 0%, -2, 2%, 0%, 9%
> Fc1cccc(Cl)c1Cn1nnc2c(NCc3ccccn3)ncnc21
→ 4%[46.1 µM], -3%, -15%, 25%, -10%, ?, 6%, -12, -1%, -6%, 5%
> CCn1ncc(C2=NOC(C(=O)Nc3cccc(C(C)=O)c3)C2)c1C (centres undefined)
→ 9%, 1%, -21%, 20%[7.66 µM], -12%, -16%, 3%, 10, -1%, -7%, 5%
> COc1ccccc1C(C)NC(=O)C1CCN(S(=O)(=O)c2cccs2)CC1 (centres undefined)
→ 3%, -8%, -7%, 3%, 13%, 1%, 0%, -13, -3%, -1%, 3%
